Screening data as filed in PubChem.
LDHA inh: blocks human lactate dehydrogenase A | AID 1347041 | activity change, % (values are at about 110 or 230 µM) | purified LDHA, NADH/diaphorase-resazurin fluorescence; active compounds read low | 0.15% of 480,000 active; in the data active = activity change below about -30%; inconclusive = mostly about -25% to -30%;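 also: plate controls were DMSO wells for no effect and wells without enzyme for full effect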
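Resorufin fluorescence (ex540/em590), read at 0 and 20 min after diaphorase/resazurin addition, reports the NADH left after a 5 min room-temperature reaction of 2 nM human LDH5 with 0.06 mM NADH and 0.2 mM pyruvate.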
* hit, by the source's call; ? = inconclusive; & = joins results of further samples. The list is partial; count on the stated rates, not on these rows.

SMILES,LDHA inh
CCc1cccc(OCC(O)Cn2cnc3c2c(=O)n(C)c(=O)n3C)c1 (stereo not drawn),-5
NC(=O)c1ccccc1N=Cc1ccc(O)cc1,5
Cn1c(=O)c2c(ncn2Cc2cccc(Br)c2)n(C)c1=O,10
NC(=O)C1CCN(c2ncnc(-c3ccc4c(c3)OCCCO4)n2)CC1,-16
CCCCN(C)Cc1c(C)[nH]c2ccc(Br)cc2c1=O,4
O=C(c1ccccn1)N(Cc1cccs1)C1CC1,-22
CCCc1nc(-c2ccc(-c3ccc(OC)cc3)nc2OC)no1,-15
Cc1ccc2nc(Cl)c3cc(C(=O)NC4CCCC4)sc3c2c1,-9

Following part
SMILES,LDHA inh
O=C1/C(=C/c2ccc(Br)cc2)C(c2ccccc2)Oc2ccccc21 (stereo not drawn),-2
CC1(C)C(=O)OC(c2ccc(Br)cc2)C2(CCCCC2)C1=O (stereo not drawn),-5
CC(OC(=O)c1ccc2c(c1)NC(=O)CS2)C(=O)NC(C)(C)C (stereo not drawn),10
O=[N+]([O-])c1ccc(N/N=C/c2ccccc2Br)cc1,7
O=C(CCCc1nc2ccccc2s1)NC1CCSc2c(F)cccc21 (stereo not drawn),-3
Cc1cc(CNC(=O)COc2cccc3ccccc23)c2ccccc2n1,-1
CC(C)c1ccc(-c2csc(Nc3ccc(S(N)(=O)=O)cc3)n2)cc1,-2
CSCc1nnc2c3ccccc3c(-c3ccc(C)c(S(=O)(=O)N(C)CCO)c3)nn12,9

New compounds follow:
SMILES,LDHA inh
O=C(c1cccnc1)N(Cc1ccccc1)Cc1cc2ccccc2[nH]c1=O,9
CCCN1CNc2c(c(=O)[nH]c(=S)n2CCC(C)C)C1,-2
CCOC(=O)c1cc(-c2ccc(S(=O)(=O)N3CCN(c4cccc(C)c4C)CC3)s2)on1,-3
CCOC(=O)N1CCN(C(=O)c2ccc(N3C(=O)CCS3(=O)=O)cc2Cl)CC1,-7
CCCc1ccc(-c2cc(C(=O)NCCCn3ccnc3)c3ccccc3n2)cc1,-7
Cc1cc2c(cc1C)CSC(c1cccc([N+](=O)[O-])c1)SC2,-6
CSc1ccc(CNC(=O)c2cc3c(s2)CCCC3)cc1,7
O=C(Cn1ccc2ccc(Cl)cc21)Nc1ccc2c(c1)OCCO2,-20

Overlap with the part before: two compounds, then new ones.
SMILES,LDHA inh
CSc1ccc(CNC(=O)c2cc3c(s2)CCCC3)cc1,7
O=C(Cn1ccc2ccc(Cl)cc21)Nc1ccc2c(c1)OCCO2,-20
CCOC(=O)N1CCN(C(=O)CN(c2cc(Cl)ccc2OC)S(C)(=O)=O)CC1,-6
CC(C)C[C@@H]1O[C@H](CCc2ccccc2)CC2=C1C(=O)OC(C)(C)O2,4&4
Cc1c(-c2ccccc2)oc2c(C(=O)NCCOc3ccccc3)cccc2c1=O,-6
O=S(=O)(c1ccccc1)c1nc(-c2cccs2)oc1N1CCOCC1,0
Cc1cc2oc(=O)cc(CN3CCN(CCO)CC3)c2cc1O,9
CCN(CC)C(=O)C(=O)c1cn(C)c2ccccc12,-1
CC(c1ccc(Cl)cc1)N(C)C(=O)CCc1ncc(-c2ccc(Cl)cc2)o1 (stereo not drawn),8
C/C(=N/Nc1ccccc1)c1ccc([N+](=O)[O-])cc1,0

Continued:
SMILES,LDHA inh
CC1CCC(C(=O)NC(C(=O)Nc2ccc3c(c2)OCO3)C(C)C)CC1 (stereo not drawn),3
COc1cc(/C=N/O)ccc1OC(F)F,-2
Cc1ccc(CC2C(=O)N(C)c3ccc(Br)cc32)cc1 (stereo not drawn),10
COc1ccc(C2C=C(c3ccc(Br)cc3)Nc3ncnn32)cc1 (stereo not drawn),-3
O=C(CCS(=O)(=O)c1ccc2c(c1)CCN2C(=O)C1CC1)Nc1ccc(F)c(F)c1,0
COc1cc(/C=N/OCc2cccc3ccccc23)ccc1OCc1ccc(Cl)cc1,-4
CCCN(Cc1ccc(OCC)cc1)Cc1cc(=O)n2ccc(C)cc2n1,3
COc1cc(/C=C/C(=O)c2cc3ccccc3oc2=O)cc(OC)c1OC,-2

Among those listed so far, five have a thiophene ring, fused or not:
SMILES,LDHA inh
O=C(c1ccccn1)N(Cc1cccs1)C1CC1,-22
Cc1ccc2nc(Cl)c3cc(C(=O)NC4CCCC4)sc3c2c1,-9
CCOC(=O)c1cc(-c2ccc(S(=O)(=O)N3CCN(c4cccc(C)c4C)CC3)s2)on1,-3
CSc1ccc(CNC(=O)c2cc3c(s2)CCCC3)cc1,7
O=S(=O)(c1ccccc1)c1nc(-c2cccs2)oc1N1CCOCC1,0

The results go on.
SMILES,LDHA inh
CN(CC(=O)NC(C)(C)C)C(=O)c1cc(=O)[nH]c2ccccc12,0
CCCN(C)C1CN(Cc2cn(Cc3ccc(Cl)cc3)nn2)S(=O)(=O)C1 (stereo not drawn),-2
COc1cc(O)c(C(CC(=O)N2CCC(c3ccccc3)CC2)c2ccc(C)cc2)c(OC)c1 (stereo not drawn),-1
N#Cc1ccc(/C=C2\CSc3ccccc3C2=O)cc1,0
COc1ccc(CNC(=O)COC(=O)Cc2n[nH]c(=O)c3ccccc23)cc1,7
COc1ccc(-c2nc(C#N)c(N3CCN(C)CC3)o2)cc1OC,6
Cc1ccc(CNC(=O)c2cc3c(s2)-c2cc(C)sc2CC3)cc1,1
COC(=O)CCC1(C(=O)OC)c2ccccc2-c2ccccc21,8

(list continues)
SMILES,LDHA inh
COc1ccc2c(C)c(CCC(=O)Nc3ccccc3F)c(=O)oc2c1,0
O=C(NCc1coc(-c2cccs2)n1)c1ccc(OC(F)(F)F)cc1,2
Cc1ccccc1NC(=O)COC(=O)c1cc(=O)[nH]c2ccccc12,1
O=C(Nc1cccc(Cl)c1)c1n[nH]c(=O)c2ccccc12,-6
CCCC(=O)Nc1nc2ccc(CCC(=O)NCc3cc(Br)ccc3OC)cc2s1,9
COc1cc(Br)c(/C=C(/C#N)C(=O)c2ccccc2)cc1OC,13
COC(=O)c1ccc2nc(-c3cccc(Br)c3)c(CC3CCCCC3)n2c1,3
N#C/C(=C\c1ccc(-c2ccccc2)o1)c1ccccc1,3

Following part
SMILES,LDHA inh
CC1CCc2noc(NC(=O)c3cc(=O)c4cc(Cl)ccc4o3)c2C1 (stereo not drawn),-7
COCC(=O)NCC(C)(C)c1ccccc1,-2
CCOC(=O)CCNCc1ccccc1,-25
CC(C)(C)c1cc(CN(CCO)Cc2cc(C(C)(C)C)c(O)c(C(C)(C)C)c2)cc(C(C)(C)C)c1O,58
CC(C)[C@H](NC(=O)c1c(F)cccc1F)C(=O)O,8
CC(C)COc1ccc(C(=O)N2CCC(c3nc4ccccc4o3)CC2)cc1,5
O=C(CCc1cc(Cl)no1)Nc1ccc2oc(-c3ccc(Cl)cc3)cc(=O)c2c1,2
Cc1cc(C(=O)O)ccc1-c1ccc(/C=N/O)o1,12

Additional compounds:
SMILES,LDHA inh
CN=C1S/C(=C\c2sccc2C)C(=O)N1C,4
Cc1c(OCC(=O)OC(C)C)ccc2c(-c3ccccc3)cc(=O)oc12,10
Cc1ccccc1C(=O)NC(Nc1ccccc1)C(Cl)(Cl)Cl (stereo not drawn),3
O=C(COC(=O)c1cc2ccccc2[nH]1)c1ccc[nH]1,2
CCOc1cccc2sc(N(Cc3cccnc3)C(=O)C3=COCCO3)nc12,12
COc1cc2c(s1)c1cnn(Cc3ccccc3F)c(=O)c1n2C,-8
O=C(O)CCCCCN1C(=O)CC(c2ccccc2)CC1=O,?
Cc1c(C#N)oc2ccccc12,2

Further results.
SMILES,LDHA inh
Cc1nn(-c2ncnc3nc[nH]c23)c2c1C(c1cccc(F)c1)CC(=O)N2 (stereo not drawn),2
Cc1ccc(NC(=O)CCc2c[nH]c3ccccc23)cc1F,-8
CC(C)(CNC(=S)Nc1ccc(SC(F)F)cc1)N1CCCCC1,-1
CC(C)(C#N)/[N+]([O-])=C/c1ccc(Cl)cc1Cl,-3
COC(=O)[C@]12CCCCC=C1N(Cc1ccccc1)C(=O)[C@H](CC(=O)NCC13CC4CC(CC(C4)C1)C3)C2,6
CC1(c2nnnn2Cc2ccccc2)CCC(=O)N1Cc1ccc(F)cc1 (stereo not drawn),-1
CCCCN(Cc1ccccc1)c1ccc(C(=O)O)cc1NS(=O)(=O)c1ccc(C)c(C)c1,0
Cc1ccc(NC(=O)CC2(C(=O)O)CCCC2)c(C)c1,-3

Carrying on.
SMILES,LDHA inh
O=c1[nH]c(Nc2ccccc2Cl)nc2nccc(-c3ccco3)c12,0
CN(C)c1cccc(C(=O)Nc2ccc(-c3ccccc3)cc2)c1,-14
FC(F)(F)c1ccc2c(c1)nc(-c1ccc(Cl)cc1)c1nccn12,-1
Cc1ccc(-c2onc3ccc(-c4cc(C(=O)O)c5cc(Br)ccc5n4)cc23)cc1,9
O=C(Nc1nnc(-c2ccncc2)s1)Oc1ccc2ccccc2c1,4
CCCCC(CC)C(=O)Nc1cccc(CC)c1 (stereo not drawn),3
NCC1CCN(CCc2ccc(F)cc2)CC1,7
Cc1cc(Br)cc(Cl)c1OCC(=O)Nc1cccc(N2CCCC2=O)c1,0

Other entries follow.
SMILES,LDHA inh
C/C(=N/Nc1ccc([N+](=O)[O-])cc1[N+](=O)[O-])C(C)(C)C,-6
COc1cc(/C=C(/C#N)c2nc3ccccc3[nH]2)ccc1OCc1ccccc1C#N,11
CCCCNCc1ccc(-c2ccccc2F)o1,-4
COCC(=O)n1nc(NCc2ccc(Cl)cc2Cl)nc1NCc1ccc(Cl)cc1Cl,8
CCc1ccc2oc(C(=O)NCC(c3ccco3)N3CCOCC3)cc(=O)c2c1 (stereo not drawn),?
Cc1ccc(NC(=O)c2nn(CC(C)C)c(=O)c3ccccc23)c(Br)c1,10
CN(Cc1ccccc1)C(=O)c1cccc(-c2cnc3ccccc3c2)c1,-5
Cc1nc2cc(NC(=O)c3ccc(C(C)C)cc3)ccc2o1,3

More structures.
SMILES,LDHA inh
Cc1ccccc1C(=O)NNC(=S)Nc1ccccc1,-10
CC1CCCc2c1nc1sc3c(c1c2-c1cccc(F)c1)CCCC3 (stereo not drawn),2
O=C(COC(=O)c1ccc(-c2nnc(-c3ccccc3)o2)cc1)c1ccc(F)cc1,6
O=C(CCc1nc2ccccc2[nH]c1=O)OCc1cccc(Cl)c1,-13
COC(=O)c1ccc(COC(=O)c2ccc(Cl)c(Cl)c2)cc1,7
N#C/C(C(=O)COC(=O)c1ccc(-c2ccccc2)cc1)=C(/c1ccc(F)cc1)N1CCOCC1,16
COc1ccc(CNC(=O)COC(=O)c2ccc(S(=O)(=O)N3CCCCCC3)cc2)cc1OC,-10
CCN(C(=O)C(C)S(=O)(=O)Cc1c(Cl)cccc1Cl)c1ccccc1 (stereo not drawn),0

In the list so far, 4 have a nitro group on carbon.
SMILES,LDHA inh
O=[N+]([O-])c1ccc(N/N=C/c2ccccc2Br)cc1,7
Cc1cc2c(cc1C)CSC(c1cccc([N+](=O)[O-])c1)SC2,-6
C/C(=N/Nc1ccccc1)c1ccc([N+](=O)[O-])cc1,0
C/C(=N/Nc1ccc([N+](=O)[O-])cc1[N+](=O)[O-])C(C)(C)C,-6

More entries follow:
SMILES,LDHA inh
CC(C)C[C@@H]1Cc2[nH][nH]c(=O)c2[C@H](C)O1,-8
Cc1oc(-c2ccccc2)nc1CC(=O)N1CCC(N2CCCCC2)CC1,-1
COc1ccc(-c2nn3c(CCCC(=O)O)nc4ccccc4c3nc2=O)cc1,3
CCc1cccc2c(C(=O)C(F)(F)F)cn(CCOc3ccccc3F)c12,-4
CC1(C)Cc2cccc(OCC(=O)OCC(=O)Nc3ccc(F)c(F)c3)c2O1,-21
Cc1ccccc1C(=O)Nc1nc(-c2ccc(Cl)s2)cs1,5
CCNC(=O)CN1C(=O)CN(C(=O)NCc2ccccc2)c2ccccc21,0
Cn1c(=O)c2[nH]c(N3CCN(C(=O)C4CCCCC4)CC3)nc2n(C)c1=O,-2

Continuation:
SMILES,LDHA inh
COc1ccc(OC)c(NC(=O)Nc2cc(-c3nc4ccccc4o3)ccc2OC)c1,1
Cc1ccc(NC(=O)C2CCCC2)cc1I,8
O=C(Nc1ccc2nc(SCc3cccc4ccccc34)sc2c1)c1ccc(Cl)cc1,2
COc1cc(CN2CCCC2c2cc(C(C)C)on2)cc(OC)c1OC (stereo not drawn),-2
O=C(O)C(O)c1ccc(F)cc1 (stereo not drawn),-14
COCCNC(=O)Cn1ccc2cc(Cl)ccc21,3
O=C(NCc1ccccc1)c1ccc(C2Nc3ccccc3S(=O)(=O)N2)cc1 (stereo not drawn),1
Cc1cccc(-c2ocnc2C(=O)NCCc2ccccc2C)c1,-5

Further results follow:
SMILES,LDHA inh
CCOC(=O)C1=C(C)Nc2nc(SCc3ccccc3)nn2C1c1ccc(C)cc1 (stereo not drawn),1
COc1ccc(-c2c(C(=O)c3ccccc3)[nH]c(N)c2C(=O)c2ccc(Br)cc2)cc1OC,7
CCOC(=O)NC(CNC(=O)c1cc(C)ccc1C)CC(C)C (stereo not drawn),-2
CC(C)OC(=O)c1cc2cc(Br)ccc2oc1=O,-11
C=CCNC(=O)COCC(=O)O,7
Cc1c(Cl)cccc1NC(=O)COC(=O)c1cc(=O)c2ccccc2o1,7
CNc1snc(C)c1C(=O)N(C)CCOc1cccc(Cl)c1,-14
CCCc1cc(=O)oc2cc(C)cc(OC(C)C(=O)O)c12 (stereo not drawn),5

(cont.)
SMILES,LDHA inh
Cc1c(-c2ccc(Cl)cc2)nc2ccccc2c1C(=O)NC1CCCCCC1,5
C#CCNC(=O)C[C@@H]1C[C@@]2(C(=O)OCC)CCCC=C2N(Cc2ccccc2)C1=O,-7
COC(=O)C1=C(CN2CCN(C)CC2)NC(=O)NC1c1ccc(C)cc1 (stereo not drawn),6
CNc1c(NC(=O)c2ccccc2Br)c(=O)oc2ccccc12,3
